# CHRM5 agonist: human M5 muscarinic receptor agonists, primary screen, CHO-K1 cells, Fluo-8 calcium fluorescence; CHO-K1 hM5 cells; 0% DMSO wells, 100% maximal acetylcholine response; activation, % at 3 µM; hit rate 0.19% among 360,000; AID 624037, 2012;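 active = activation above the run's mean over test compounds plus 3 SD, cut at about 23% in these data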;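 also: signal is peak over basal fluorescence ratio across the kinetic read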
# Target sequence (P08912 whole entry, looked up): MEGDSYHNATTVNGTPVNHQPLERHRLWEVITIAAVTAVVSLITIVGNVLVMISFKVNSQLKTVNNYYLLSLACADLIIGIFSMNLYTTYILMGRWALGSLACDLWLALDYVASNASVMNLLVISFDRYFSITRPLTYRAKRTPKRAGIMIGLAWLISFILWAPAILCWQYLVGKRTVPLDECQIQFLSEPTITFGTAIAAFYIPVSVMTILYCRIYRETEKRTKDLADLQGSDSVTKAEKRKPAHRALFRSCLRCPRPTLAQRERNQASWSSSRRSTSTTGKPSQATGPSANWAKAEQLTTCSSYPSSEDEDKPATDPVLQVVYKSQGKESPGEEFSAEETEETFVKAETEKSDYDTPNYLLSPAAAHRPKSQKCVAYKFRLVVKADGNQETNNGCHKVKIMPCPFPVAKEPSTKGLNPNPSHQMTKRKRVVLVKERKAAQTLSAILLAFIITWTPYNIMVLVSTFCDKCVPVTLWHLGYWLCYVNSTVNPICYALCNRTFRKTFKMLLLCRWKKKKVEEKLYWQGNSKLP
# TAAR1 ag: human TAAR1 agonists, primary screen, Fluo-8 calcium fluorescence, CHO RD-HGA16 cells | Trace amine-associated receptor 1 (Homo sapiens), Q96RJ0 | vehicle wells 0%, saturating PEA agonist 100% | activation, % at 3 µM | hit rate 0.99% among 360,000;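 active = activation above the mean activation of all test compounds in the run plus 3 SD, cut at about 38% in these data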
# Target sequence (Q96RJ0 whole entry, looked up): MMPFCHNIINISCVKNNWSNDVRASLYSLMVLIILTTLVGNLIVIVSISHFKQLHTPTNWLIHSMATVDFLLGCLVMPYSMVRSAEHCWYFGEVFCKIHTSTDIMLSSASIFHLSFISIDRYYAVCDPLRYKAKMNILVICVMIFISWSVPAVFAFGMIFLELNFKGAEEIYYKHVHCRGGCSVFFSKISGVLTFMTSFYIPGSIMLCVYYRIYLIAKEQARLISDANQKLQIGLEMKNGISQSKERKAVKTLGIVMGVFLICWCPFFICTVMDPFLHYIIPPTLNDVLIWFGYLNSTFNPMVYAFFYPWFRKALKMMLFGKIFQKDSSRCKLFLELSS
#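 System: CHO-derived RD-HGA16 cells with stable Gα16 and human TAAR1 / Times: 17-24 h plating, Fluo-8 75 min 37 °C, 30 min RT / Technique: calcium-sensitive Fluo-8 signal, excitation 470-495, emission 515-575 nm / Measure: % activation relative to PEA EC100 response / Benchmarks: DMSO and PEA EC100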
# M1 PAM: human M1 muscarinic receptor positive allosteric modulators, primary screen, CHO-K1 cells, Fluo-8 calcium fluorescence, 1536-well | hit rate 0.088% among 360,000 | CHO-K1 hM1, ACh EC20; 0% = ACh EC20, 100% = maximal ACh | activation, % at 3 µM; in the data active = activation above about 19%, passing the limit was not always enough
# M5 antag: human M5 muscarinic receptor antagonists, primary screen, CHO cells, Fluo-8 calcium fluorescence; inhibition, % at 3 µM; AID 624040, 2012; CHO-hM5 cells, ACh EC80; hit rate 0.59% among 360,000;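 active = inhibition above a per-plate cutoff, the mean of that plate's test compounds plus 3 SD, cut at about 27% in these data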;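 also: 0% = acetylcholine EC80 with DMSO and 100% = DMSO without agonist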
# CHRM4 agonist: human M4 muscarinic receptor agonists, primary screen, CHO-K1 cells, Fluo-8 calcium fluorescence. Muscarinic acetylcholine receptor M4 (Homo sapiens), P08173. CHO-K1 hM4/Gqi5; vehicle 0%, full acetylcholine response 100%. activation, % at 3 µM. hit rate 0.14% among 360,000. AID 624127, 2012;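 active = activation above the run mean over all test wells plus 3 SD, cut at about 32% in these data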;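 also: peak over basal fluorescence ratio per well then scaled between controls; 0% = DMSO wells and 100% = acetylcholine at EC100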
# CHRM1 antagonist: human M1 muscarinic receptor antagonists, primary screen, CHO-K1 cells, Fluo-8 calcium fluorescence, 1536-well; hit rate 1.3% among 360,000; AID 588852, 2011; Muscarinic acetylcholine receptor M1 (Homo sapiens), P11229; CHO-K1 hM1, ACh EC80 antagonist; inhibition, % at 3 µM;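 active = percent inhibition above its own plate's cutoff, namely the mean of that plate's compound wells plus 3 SD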;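 also: peak over basal fluorescence ratio during 140 s after agonist addition; 0% = ACh EC80 plus DMSO and 100% = DMSO alone without agonist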
# M1 ag: human M1 muscarinic receptor agonists, primary screen, Fluo-8 calcium fluorescence, CHO-K1 cells, HTS; activation, % at 3 µM; hit rate 0.33% among 360,000; CHO-K1 hM1, agonist mode; 0% DMSO, 100% acetylcholine EC100; AID 588814, 2011;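 active = activation above the run's mean compound activation plus 3 SD, cut at about 16% in these data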;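 also: peak over basal fluorescence ratio within a 140 s kinetic read after compound addition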
# CHRM4 antagonist: human M4 muscarinic receptor antagonists, primary screen, CHO cells, Fluo-8 calcium fluorescence. CHO-hM4 cells, ACh EC80. AID 624125, 2012. hit rate 0.73% among 360,000. Muscarinic acetylcholine receptor M4 (Homo sapiens), P08173. inhibition, % at 3 µM;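 active = inhibition above its plate's cutoff, the mean inhibition of sample wells plus 3 SD, cut at about 27% in these data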;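 also: 0% = acetylcholine EC80 with DMSO and 100% = DMSO without agonist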
# M5 PAM: human M5 muscarinic receptor positive allosteric modulators, primary screen, CHO-K1 cells, Fluo-8 calcium fluorescence. activation, % at 3 µM. Muscarinic acetylcholine receptor M5 (Homo sapiens), P08912. hit rate 0.3% among 360,000. CHO-K1 hM5, ACh EC20 PAM; 0% = ACh EC20, 100% = ACh EC100;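 active = activation above the run cutoff, the mean activation of all test compounds plus 3 SD, cut at about 18% in these data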
#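 system = human M5 receptor in CHO-K1 cells | reagent = EC20 acetylcholine as agonist stimulus | compound dosing = single-point, 3 µM nominal | incubation = Fluo-8 loading 80 min at 37 °C plus 30 min room temperature | detection = Fluo-8 calcium dye fluorescence, kinetic read | benchmarks = low control EC20 acetylcholine (0%), high control EC100 acetylcholine (100%)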
# * = called active by the depositor; . = not tested or not shown; & = joins results of further samples. The list is partial (hit frequency here may not be typical).
SMILES,CHRM5 agonist,TAAR1 ag,M1 PAM,M5 antag,CHRM4 agonist,CHRM1 antagonist,M1 ag,CHRM4 antagonist,M5 PAM
Cn1c(O)c(/C=C2\C=Nc3ccc(Br)cc32)c(=O)n(C)c1=O,-3,1,11,9,1,-8,-2,-7,-2
CC1(C)CN=C(NCc2ccccc2)S1,-18,8,4,0,1,-11,-9,-3,-1
COC(=O)C1=C(c2ccc(-c3ccccc3)c(F)c2)C[C@@H]2CC[C@H]1N2C(=O)NCc1cccc2ccccc12,2,7,1,8,1,-2,-4,-10,1
CC(C)(C)C(=O)c1cn(Cc2ccccc2)c2ccccc12,-3,8,2,3,-2,0,-3,2,-2
COc1cc2c(c(OC)c1OC)-c1ccc(O)c(=O)cc1C(NC(C)=O)CC2 (stereo not drawn),-3,1,8,11,0,-9,-1,6,-1
Clc1ccc(C(c2ccccc2)c2ncc[nH]2)cc1 (stereo not drawn),-7,33,4,13,1,-2,-15,11,-11
COc1cc2oc(=O)c(CC(=O)N3C[C@H]4C[C@@H](C3)c3cccc(=O)n3C4)c(C)c2cc1Cl,0,1,0,5,2,-1,-6,-20,0
C=CCn1c(O)c(C(C)=NCCCN(C)C)c(=O)[nH]c1=O,0,0,0,1,0,-7,-4,-1,1
COC(=O)C(O)(c1ccc(N(C)C)cc1)C(F)(F)F (stereo not drawn),-2,0,2,-5,0,7,-4,-1,5
NC(=O)c1c(NC(=O)c2ccc(S(=O)(=O)N(CCCl)CCCl)cc2)sc2c1CCCCC2,1,.,7,-1,1,-1,-6,4,-4
CCN1CCN(C(=O)COc2ccc(S(=O)(=O)NC(C)C)cc2)CC1,-1,6,0,-4,1,-18,-11,7,4
CCOC(=O)[C@]12Cc3c(cc(OC)c(OC)c3OC)[C@H]1N(C(C)C)C(=O)c1cc(OC)ccc12,5,1,.,0,1,.,.,-4,5
CCN(CCO)c1ccc(N=Cc2c(O)n(C)c(=S)[nH]c2=O)cc1,4,10,5,6,1,-8,5,3,-3
O=C1NC(=O)N(c2ccc(Cl)cc2)C(=O)/C1=C/c1coc2ccc(O)cc2c1=O,2,-1,1,2,0,1,0,-2,-3
CCOC(=O)c1nc2ccccc2c(=O)n1-c1ccc(C)cc1,-1,3,11,-1,1,-23,-5,-1,0
COc1ccccc1OCCCn1cc(C(C)=O)c2ccccc21,1,4,-5,14,11,5,2,4,-11
NCC1(c2ccc3c(c2)OCCO3)CCCC1,-7,11,-2,4,1,-6,-8,-8,3
CC1C(c2ccccc2)OCCN1C (stereo not drawn),-8,3,1,1,0,-8,-8,6,0
O=c1[nH]c(CN2CC=C(c3ccccc3)CC2)nc2scc(-c3ccccc3)c12,-9,-2,-6,6,1,10,-8,-5,0
CC1=C(/C=C/c2ccccc2)CCN(C)C1,-7,29,-5,-8,3,0,-8,11,-4
Cc1cc(C)cc(NC2=NCCCS2)c1,-12,-1,-1,5,3,2,-5,-17,-2
O=c1[nH]c(=S)n(-c2ccc(Br)cc2)c(O)c1C=Nc1ccc(N2CCOCC2)cc1,2,9,0,3,6,3,-2,6,-6
C=CCn1c(O)c(/C=C2/C=CC=N2)c(=O)[nH]c1=O,0,5,3,7,3,5,-4,-5,-3
NS(=O)(=O)c1ccc(N=Cc2c(O)n(C3CCCCC3)c(=O)n(C3CCCCC3)c2=O)cc1,2,3,-1,2,5,-15,-2,5,-3
CN1CCN(Cc2c(F)cccc2Cl)CC1,-18,4,6,6,0,-10,-5,-10,-2

# (cont.)
SMILES,CHRM5 agonist,TAAR1 ag,M1 PAM,M5 antag,CHRM4 agonist,CHRM1 antagonist,M1 ag,CHRM4 antagonist,M5 PAM
O=C1NC(=S)SC1=Cc1ccc(N(CCCl)CCCl)cc1,19,11,1,18,4,-2,1,7,-18
O=C(c1cc(Cl)cc(Cl)c1)N1Cc2ccccc2-n2nncc2C1,0,2,5,-2,11,-9,-2,-18,1
C[C@]12CC[C@H](O)CC1=CCC1C2CC[C@@]2(C)C1CC[C@@H]2OCc1ccccc1 (stereo partly drawn),4,1,8,9,0,-11,2,-11,-2
CCC(=NCCc1ccccc1)c1c(O)n(C2CCCCC2)c(=O)[nH]c1=O,1,83*,-1,4,-1,2,-4,5,-3
CC(C)(C)c1nc(N2CCN(C(=O)c3ccco3)CC2)c2nnn(Cc3ccccc3Cl)c2n1,-5,.,1,-17,-1,-4,-8,-2,1
O=C(c1cc(=O)[nH]c2ccc(Br)cc12)N1CCC2(CC1)OCCO2,1,0,5,0,3,-10,-2,5,-3
CCOP(=S)(OCC)SCCSCC,2,-1,1,-1,2,-9,-2,0,-1
CCN(CC)c1ccc([N+](=O)[O-])c2cccnc12,-4,5,1,6,0,-3,-10,-2,-7
ClC1=CCC2CN(CCN3CCCCC3)CC2C1 (stereo not drawn),-11,5,-9,3,0,5,-6,-2,-2
Oc1cc2c(cc1CN1CCN(c3ccc(F)cc3)CC1)OCO2,-2,-2,-10,12,1,3,-11,10,-9
CCCNC(=O)N1[C@H]2CC[C@@H]1C(C(=O)OC)=C(c1ccccc1)C2,-1,7,6,11,1,3,-8,-1,-1
Nc1ccc(S(=O)(=O)N2CCCCC2c2cccnc2)cc1 (stereo not drawn),2,3,8,2,1,-12,-2,-4,-3
CCOc1ccc(-n2c(O)c(C=NCCCn3ccnc3)c(=O)[nH]c2=O)cc1,-1,2,9,-1,1,-6,-4,0,-2
NC(=O)c1cn(C2OC(CO)C(O)C2O)c2ncnc(N)c12 (stereo not drawn),5&2,0&4,6&4,4&1,1&1,-18&-13,0&-4,-15&-9,-9&-2
COC(=O)C1=C(c2ccc(OC(F)(F)F)cc2)C[C@@H]2CC[C@H]1N2C(=O)N1CCCCC1,5,2,2,-3,2,-2,1,10,1
C(=N\NC1=NCCCCC1)/c1c[nH]c2ccccc12,-5,3,3,3,2,-4,-4,4,5
COc1ccccc1CCNC(=O)CCC(=O)N1CC2C[C@@H](C1)Cn1c2cccc1=O,-1,5,4,1,0,-10,-4,-3,3
Cc1c(Cl)cccc1N1C(=O)NC(=O)/C(=C\c2cc(C)n(-c3cccc(C(=O)O)c3C)c2C)C1=O,-1,-1,18,9,1,-14,3,0,-4
COC(=O)C1=C(c2ccc(S(C)(=O)=O)cc2)C[C@@H]2CC[C@H]1N2C(=O)NCCNC(C)=O,1,16,1,2,0,-4,-4,-8,9
Oc1ccc(Cl)c(Cl)c1Cl,1,5,-23,7,9,24*,-2,0,-16
C=CCn1c(O)c(C(CC)=Nc2ccc(C(=O)O)cc2)c(=O)[nH]c1=O,3,3,7,-1,1,-8,0,-2,2
O=c1[nH]c(=S)[nH]c(O)c1N=Nc1ccc(SC(F)F)cc1,-1,-1,4,13,3,-8,-2,-8,-3
CCc1ccc(CNCCc2ccc(F)cc2)cc1,-2,16,-21,1,5,16,-5,4,-2
CCOc1ccc(-n2c(O)c(C=NCCN3CCNCC3)c(=O)[nH]c2=O)cc1,-1,.,4,12,0,-6,-8,-2,-6
O=C(COC(=O)c1ccc(O)cc1)Nc1ccc(Cl)cc1C(=O)c1ccccc1,-1,3,2,7,2,-7,-6,5,-8

# Some of the entries above in a different format.
# The line under a structure holds: CHRM5 agonist	TAAR1 ag	M1 PAM	M5 antag	CHRM4 agonist	CHRM1 antagonist	M1 ag	CHRM4 antagonist	M5 PAM
COC(=O)C1=C(c2ccc(OC(F)(F)F)cc2)C[C@@H]2CC[C@H]1N2C(=O)N1CCCCC1
  5	2	2	-3	2	-2	1	10	1
O=C1NC(=S)SC1=Cc1ccc(N(CCCl)CCCl)cc1
  19	11	1	18	4	-2	1	7	-18
C=CCn1c(O)c(C(CC)=Nc2ccc(C(=O)O)cc2)c(=O)[nH]c1=O
  3	3	7	-1	1	-8	0	-2	2

# Rewritten as labelled records: 2 of the compounds above
O=C(c1cc(Cl)cc(Cl)c1)N1Cc2ccccc2-n2nncc2C1
- CHRM5 agonist: 0
- TAAR1 ag: 2
- M1 PAM: 5
- M5 antag: -2
- CHRM4 agonist: 11
- CHRM1 antagonist: -9
- M1 ag: -2
- CHRM4 antagonist: -18
- M5 PAM: 1

C[C@]12CC[C@H](O)CC1=CCC1C2CC[C@@]2(C)C1CC[C@@H]2OCc1ccccc1 (stereo partly drawn)
- CHRM5 agonist: 4
- TAAR1 ag: 1
- M1 PAM: 8
- M5 antag: 9
- CHRM4 agonist: 0
- CHRM1 antagonist: -11
- M1 ag: 2
- CHRM4 antagonist: -11
- M5 PAM: -2

# Continued.
SMILES,CHRM5 agonist,TAAR1 ag,M1 PAM,M5 antag,CHRM4 agonist,CHRM1 antagonist,M1 ag,CHRM4 antagonist,M5 PAM
O=C(NC(=S)N1C[C@H]2C[C@H](C1)c1cccc(=O)n1C2)c1ccc(F)cc1,2,0,3,8,1,-8,-2,-8,-3
Cc1ccc(N2C(=O)NC(=O)/C(=C\C=C\c3ccco3)C2=O)cc1C,4,54*,-1,8,2,0,4,3,-2
O=C(CCN1CCCCC1)Nc1ccc(Br)cc1C(=O)c1ccccc1,-4,11,3,11,1,0,-4,7,-2
COC(=O)C1=C(c2cccc(C#N)c2)C[C@@H]2CC[C@H]1N2C(=O)NCc1cccc2ccccc12,-5,11,1,2,3,0,-9,-5,5
O=C1NC(=O)C(=Cc2ccc(OCCOc3ccc([N+](=O)[O-])cc3)cc2)C(=O)N1,-6,1,-10,-2,2,6,-9,-5,-15
C(#CCN1CCOCC1)COCc1ccccc1,1,2,-3,0,0,9,-3,8,-2

# Random excerpt: 4 records from the list, in no set order.
SMILES,CHRM5 agonist,TAAR1 ag,M1 PAM,M5 antag,CHRM4 agonist,CHRM1 antagonist,M1 ag,CHRM4 antagonist,M5 PAM
C(#CCN1CCOCC1)COCc1ccccc1,1,2,-3,0,0,9,-3,8,-2
Cc1ccc(N2C(=O)NC(=O)/C(=C\C=C\c3ccco3)C2=O)cc1C,4,54*,-1,8,2,0,4,3,-2
O=C(CCN1CCCCC1)Nc1ccc(Br)cc1C(=O)c1ccccc1,-4,11,3,11,1,0,-4,7,-2
O=C1NC(=O)C(=Cc2ccc(OCCOc3ccc([N+](=O)[O-])cc3)cc2)C(=O)N1,-6,1,-10,-2,2,6,-9,-5,-15

# Screening data (PubChem BioAssay)
